RBBP9 inhibitor – human RBBP9 inhibitors, primary screen, biochemical, fluorescence polarization, FP-Rh probe, HTS; Serine hydrolase RBBP9 (Homo sapiens), O75884; recombinant RBBP9; inhibition, % at 7.94 µM; actives 0.2% (n = 220,000); AID 1515, 2009;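 active means inhibition above the campaign mean of all tested compounds plus 3 SD, cut at about 14% in these data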;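 further: plate controls were DMSO wells with RBBP9 for no effect and wells lacking RBBP9 protein for full effect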
Target sequence (O75884 whole entry, looked up): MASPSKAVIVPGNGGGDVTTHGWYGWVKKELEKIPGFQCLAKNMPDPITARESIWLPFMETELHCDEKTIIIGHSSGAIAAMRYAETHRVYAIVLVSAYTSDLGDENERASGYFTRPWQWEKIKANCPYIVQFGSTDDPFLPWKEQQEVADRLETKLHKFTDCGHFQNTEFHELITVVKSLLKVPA
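Measured by – fluorescence polarization · Test system – RBBP9 protein · Input – 2.5 µM RBBP9 dispensing solution, before mixing · Measure – percent inhibition from mP, scaled between DMSO and no-protein wells · Benchmarks – DMSO-treated enzyme wells and wells lacking RBBP9 · Times – preincubation 30 min plus labeling 45 min at 25 °C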
BaF3 parental – parental Ba/F3 cell viability inhibition, counter-screen for JAK2V617F inhibitor project, murine pro-B, CellTiter-Glo luminescence; CellTiter-Glo ATP luminescence; inhibition, % at 5.6 µM; actives 1.1% (n = 220,000);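 active means inhibition above a per-campaign cutoff, the mean inhibition of all tested compounds plus 3 SD, cut at about 27% in these data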;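 further: 0% = DMSO wells and 100% = JAK Inhibitor I control wells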
NPY-Y2 PAM-ag – NPY-Y2 potentiators or agonists, primary screen, cell-based. activation, % at 3.6 µM. cells expressing NPY-Y2, potentiator/agonist read-out. Neuropeptide Y receptor type 2 (Homo sapiens), P49146. actives 0.45% (n = 220,000); in the data active means activation above about 27%;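 further: cells stimulated with NPY near EC25 plus isoproterenol at EC100; 0% = vehicle plus submaximal agonist and 100% = vehicle plus saturating agonist; some results beyond the cut were filed as inactive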
Target sequence (P49146 whole entry, looked up): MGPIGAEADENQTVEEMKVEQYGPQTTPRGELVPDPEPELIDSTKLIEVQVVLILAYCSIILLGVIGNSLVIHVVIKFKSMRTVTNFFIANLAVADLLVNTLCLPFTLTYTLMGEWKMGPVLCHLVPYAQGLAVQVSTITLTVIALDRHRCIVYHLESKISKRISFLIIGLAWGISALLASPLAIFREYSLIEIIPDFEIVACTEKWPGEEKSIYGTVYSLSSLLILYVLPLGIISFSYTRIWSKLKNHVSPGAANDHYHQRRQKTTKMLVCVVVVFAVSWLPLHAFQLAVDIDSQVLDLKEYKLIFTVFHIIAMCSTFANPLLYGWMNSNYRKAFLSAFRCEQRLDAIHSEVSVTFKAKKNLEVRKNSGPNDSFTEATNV
Ba/F3 V617F tox – reduced viability of JAK2V617F-dependent Ba/F3 cells, primary screen, JAK2V617F inhibitor project, cell-based, Ba/F3 EpoR-JAK2V617F, luminescence; ATP luminescence; inhibition, % at 5.6 µM; actives 1.1% (n = 220,000);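 active means inhibition above the campaign mean plus 3 SD over all tested compounds, cut at about 24% in these data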;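 further: cytokine-independent growth of Ba/F3 cells driven by EpoR plus mutant JAK2; 0% = DMSO-treated cells and 100% = JAK inhibitor I control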
Runt-CBFb FRET – inhibitors of RUNX1 Runt–CBFb binding, primary screen, biochemical, FRET, Cerulean-Runt, Venus-CBFb, uHTS. Cerulean-Runt/Venus-CBFb FRET ratio 530/480, 1 h. inhibition, % at 20 µM. actives 0.46% (n = 220,000). AID 1496, 2009;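 active means inhibition over about 50% at 20 µM in the single-dose screen, limit read from the data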;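 further: 0% = DMSO wells and 100% = excess unlabeled CBFb competitor control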
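Doses: 20 µM compound in 1% DMSO | Material: Cerulean-labeled Runt domain protein | Amount: Each fluorescent fusion protein 100 nM | Schedule: Two 1 h room-temperature incubations shielded from light | Measured by: FRET fluorescence | Evaluation: Loss of energy transfer signal | Controls: Unlabeled CBFb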
S1P4 antagonist – S1P4 receptor antagonists, primary screen, cell-based; S1P4-expressing cells, antagonist mode, reporter read-out; inhibition, % at 4.98 µM; actives 0.26% (n = 220,000); AID 1510, 2009; in the data active means inhibition above about 29%;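 further: 0% = wells stimulated with agonist and 100% = vehicle wells without agonist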
S1P4 ag – S1P4 receptor agonists, primary screen, cell-based | S1P4-expressing cell line, agonist reporter assay | activation, % at 4.98 µM | actives 0.35% (n = 220,000); in the data active means activation above about 11%;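 further: 0% = DMSO vehicle and 100% = reference agonist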
NPY Y1 blocker – NPY-Y1 receptor antagonists, primary screen, cell-based; Neuropeptide Y receptor type 1 (Homo sapiens), P25929; HEK293-CNG Y1 cells, membrane potential fluorescence; NPY at EC95, then isoproterenol; inhibition, % at 3.6 µM; actives 1% (n = 200,000); AID 1040, 2008;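 active means inhibition above the campaign mean inhibition of all tested compounds plus 3 SD, cut at about 20% in these data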;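 further: 0% = DMSO wells given NPY plus isoproterenol and 100% = isoproterenol alone without NPY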
Target sequence (P25929 whole entry, looked up): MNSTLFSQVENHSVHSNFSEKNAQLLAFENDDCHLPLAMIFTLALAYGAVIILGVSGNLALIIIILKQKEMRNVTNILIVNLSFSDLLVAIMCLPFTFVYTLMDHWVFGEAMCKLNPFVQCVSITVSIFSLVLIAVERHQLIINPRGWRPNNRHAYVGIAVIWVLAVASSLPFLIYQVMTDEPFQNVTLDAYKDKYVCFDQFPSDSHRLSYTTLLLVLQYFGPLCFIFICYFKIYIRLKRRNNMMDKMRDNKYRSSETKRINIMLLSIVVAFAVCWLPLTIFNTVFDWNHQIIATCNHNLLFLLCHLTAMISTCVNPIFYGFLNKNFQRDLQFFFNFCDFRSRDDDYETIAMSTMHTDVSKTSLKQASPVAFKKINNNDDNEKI
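Material: HEK293 Y1/CNG channel cell line; also added: NPY (25 nM), isoproterenol (1 µM), Ro 20-1724 (25 µM); doses: one concentration, 3.6 µM, in 0.4% DMSO; schedule: compound incubation 1 h at room temperature, readout 45 min post-stimulation; technique: membrane potential fluorescence; measure: fluorescence ratio normalized to % inhibition between controls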
NPY-Y1 PAM-ag – NPY-Y1 receptor potentiators or agonists, primary screen, cell-based; Neuropeptide Y receptor type 1 (Homo sapiens), P25929; NPY-Y1 expressing cells, potentiator/agonist activation; activation, % at 3.6 µM; actives 0.37% (n = 220,000); in the data active means activation above about 33%, passing the limit was not always enough;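 further: cells stimulated with NPY at EC10 then isoproterenol at EC100; 0% = low agonist plus stimulus and 100% = saturating agonist plus stimulus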
* marks the source's active call; other numbers are inactive results; x = not tested or not shown. Random draw from the library, and some 3.6% of all compounds hit somewhere here.

structure	RBBP9 inhibitor	BaF3 parental	NPY-Y2 PAM-ag	Ba/F3 V617F tox	Runt-CBFb FRET	S1P4 antagonist	S1P4 ag	NPY Y1 blocker	NPY-Y1 PAM-ag
Cc1cccc2sc(NC(=O)c3ccc(NS(=O)(=O)c4cccs4)cc3)nc12	-11	3	-5	-4	-3	-14	0.6	-2	20
CCS(=O)(=O)c1ccc(O)c(NC(=O)COc2ccc(Br)cc2)c1	-3	9	-7	0	2	3	0.0	-1	-8
CC(NC(=O)c1ccccc1)c1nnc(SCc2nc3ccccc3c(=O)[nH]2)n1C (centres undefined)	-4	3	14	1	-2	-15	1.3	3	5
COC(=O)c1c(NC(=O)CC2SC(N)=NC2=O)sc2c1CCCC2 (centres undefined)	-4	-1	25	1	-1	-4	1.3	-7	28
CC(/C=N/NC(=O)c1cc(-c2ccc(C)s2)[nH]n1)=C\c1ccccc1	-1	2	-5	-4	1	-6	1.6	9	-7
COc1cc(/C=C2\C(=O)NN(c3ccccc3)C2=O)cc([N+](=O)[O-])c1O	-5	2	-5	-2	2	0	0.9	1	6
CC(C)Cc1nc2oc3c(NCc4cccnc4)ncnc3c2c2c1CCC2	-6	-2	4	-3	-8	-6	-0.4	-10	7
Cn1cc(CN2CCc3sccc3C2)c(-c2ccccc2F)n1	10	3	-3	4	3	2	0.3	4	-14
CCCCc1nnc(NC(=O)C(C)Sc2nc(C)cc(=O)[nH]2)s1 (centres undefined)	-5	0	-5	-2	x	-13	-0.4	1	-12
N#Cc1ccsc1NC(=O)COC(=O)c1ccc2ccccc2c1	-17	7	-15	3	-3	-10	0.0	7	-41
COc1ccc(OC)c(S(=O)(=O)N2CCC(C(=O)N(C)Cc3ccccc3)CC2)c1	-6	0	-6	1	-1	6	-1.5	x	-15
COc1ccc(NC(=O)CC2CC3CCC2C3)cn1 (centres undefined)	7	-3	11	-4	-6	-15	0.9	9	-14
O=C(CN1CCOCC1)n1c2c(c3ccccc31)CCCC2	-7	8	-13	4	0	-2	-1.6	7	-8
O=C(c1ccccc1F)N1CCN(c2ncccn2)CC1	-9	-1	-3	3	x	2	-0.8	6	-15
CC(C)(C)NC[C@H](O)COc1nsnc1N1CCOCC1	0	7	104*	-1	-1	-16	3.5	-11	118*
Cc1ccc([N+](=O)[O-])cc1-c1[nH]c(-c2ccc(O)c(O)c2)nc1-c1ccccc1	-15	7	13	-2	17	-6	-5.7	-3	16
O=C(CCCCCn1c(=S)[nH]c2cc3c(cc2c1=O)OCO3)N1CCN(Cc2ccccc2)CC1	-9	7	-9	1	-4	-8	3.9	1	-2
Cc1ccc2c(c1)sc1nc(=O)n(-c3ccc(Cl)cc3)c(=O)n12	-9	6	-8	8	0	-14	2.1	-3	-13
CC1=NN(c2ccccc2)C(=O)/C1=C\c1cn(C)c2ccccc12	0	5	5	-3	-6	-16	1.4	6	10
COC(=O)c1cccc(NC(=O)Cn2cnc3ccccc3c2=O)c1	-11	4	-13	3	1	0	-0.1	-4	1
Cc1ccc(CC(NC(=O)c2ccccc2)C(=O)NC(CC(C)C)C(=O)O)cc1 (centres undefined)	5	2	-16	-1	-1	7	-0.7	2	3
CCOC(=O)c1nc(-c2ccc(OC)c(OC)c2)cnc1C#N	-10	-2	4	-3	-12	-8	0.9	-2	-7
NS(=O)(=O)c1ccc(CCNS(=O)(=O)c2cccc(C(=O)O)c2)cc1	-9	-1	0	0	1	6	-1.1	x	-4
CC(C)(C)c1ccc(OCCOCCn2cnc3ccccc3c2=O)cc1	-5	2	3	-1	-8	5	-1.4	5	-15
OCCC#Cc1ccc(CN2CCN(Cc3ccccc3)C(CCO)C2)cc1 (centres undefined)	-7	4	3	0	-1	-6	1.7	9	-14
COC(=O)c1c(NC(=O)/C=C/C(=O)O)sc(C)c1-c1ccc(C(C)C)cc1	-5	15	9	7	-6	-2	-2.4	-5	18
Cc1cccc(OCCn2c(NC(=O)c3ccco3)nc3ccccc32)c1	0	5	-53	4	1	-4	0.4	34*	-107
Cc1ccccc1NS(=O)(=O)c1ccc(C)c(C(N)=O)c1	-4	6	0	-1	-1	-16	0.0	1	1
O=C(C1CC(c2ccccc2O)=NO1)N1CCCCC1 (centres undefined)	3	4	1	-4	2	-5	-1.3	-1	10
CCC1CCCN1Cn1cnc2c([nH]c3ccc(Cl)cc32)c1=O (centres undefined)	-8	4	-5	0	-3	1	3.3	9	-4
CC1=CC(C)(C)Nc2ccc(OC(=O)CCN3C(=O)c4ccccc4C3=O)cc21	-4	2	3	-1	-1	6	0.6	-3	-13
Cc1ccc2nc(C(F)OC(F)(F)F)[nH]c2c1 (centres undefined)	5	2	11	-4	-1	-17	-0.3	-6	11
CC1CCN(C(=O)c2cc(F)c(F)cc2Cl)CC1	-1	5	-1	3	-3	-13	0.3	1	-8
CCOC(=O)C(NC(=O)NC1CCCCC1)(c1ccccc1)C(F)(F)F (centres undefined)	-4	7	3	1	2	-5	1.9	1	-2
Cn1c(=O)oc2cc(S(=O)(=O)NCc3ccncc3)ccc21	-1	12	6	-2	-2	-13	0.8	-5	7
Cc1cc(Nc2cccc(F)c2)nc(N2CCOCC2)n1	-5	-1	-11	-1	2	-6	0.1	x	9
COc1cc(C(=O)NCCC(=O)NCc2ccc3c(c2)OCO3)cc(OC)c1OC	11	11	-9	-3	-1	0	0.4	3	11
Cc1ccc(N2NC(=O)/C(=C\c3cc4c(cc3[N+](=O)[O-])OCO4)C2=O)cc1C	-6	2	21	-1	13	-14	-0.8	-3	14
C/C(=N\Nc1cc(C)nc(NCc2ccccc2)n1)c1cccc([N+](=O)[O-])c1	-4	-3	13	-1	2	-28	1.2	x	-14
C/C(=N\NC(N)=O)c1cccc(Cl)c1	3	6	-9	-1	4	-11	2.0	6	6
OCCC1CN(Cc2cccn2-c2ncccn2)CCN1CCc1ccccc1 (centres undefined)	1	1	-6	0	2	-13	-0.5	0	0
Cc1c(NC(=O)c2ccc(N(Cc3ccccc3)S(C)(=O)=O)cc2)c(=O)n(-c2ccccc2)n1C	-8	2	-2	-3	1	-9	0.4	2	23
CCCC1/C(=N/O)CC(c2ccccc2)NC1c1ccccc1 (centres undefined)	0	8	5	0	1	6	-0.4	7	-16
CC(C)(C)c1ccc(-c2nc(NCc3cccnc3)c3ccccc3n2)cc1	-21	9	-6	1	-8	-4	-2.8	3	-2
O=C(Nc1cc(C(F)(F)F)ccc1-n1cnc2ccccc21)c1ccccc1	-5	10	9	2	-2	-3	0.2	-2	-9
Cc1ccccc1C(=O)NCCN=C1NS(=O)(=O)c2ccccc21	0	5	-9	-1	2	-4	0.4	9	-3
COc1ccc(NC(=S)NNC(=O)C2CC2c2ccc(C)cc2)cc1 (centres undefined)	-5	2	-4	3	3	-11	-2.0	8	-34
CCN(CC)CCn1c(=O)n(-c2ccc(Cl)cc2)c(=O)c2c3c(sc21)CN(C)CC3	-11	2	-26	5	9	24	-2.7	x	-24
Cc1ccc(NC2=NCCCCC2)cc1	-5	4	1	-3	1	6	2.0	-3	19
Cn1ncc(N)c1C(=O)Nc1cccc(C(F)(F)F)c1	-3	1	18	-2	-2	-5	0.4	-4	10
O=C1OCCC1Sc1nnc(-c2ccccc2Cl)n1Cc1ccccc1 (centres undefined)	-8	10	-7	2	-1	12	0.4	6	-4
CC12C=CC3(O1)C(C(=O)N1CCCOC13)C2C(=O)O (centres undefined)	-1	11	-23	2	x	10	1.1	-2	1
Cc1onc(-c2ccccc2)c1C(=O)Nc1nc(-c2ccccc2)cs1	-18	5	-30	4	2	7	-2.2	2	-15
CCOC(=O)/C(=N/O)C1=NC(C)(C)Cc2cc(C)c(C)cc21	-12	1	12	-1	-1	2	0.3	-3	33
Cc1ccccc1S(=O)(=O)c1cc(C#N)c(=O)[nH]c1N	7	3	6	-5	87*	-11	0.9	9	-3
CC12CCC(C/C1=N\N=C1\NC(=O)/C(=C\c3cccc(Br)c3)S1)C2(C)C (centres undefined)	-11	2	-3	-3	-3	-17	-0.4	-1	12
Cc1ccc(OCC(=O)N2CCN(c3nnc(-c4ccccc4)c4ccccc34)CC2)cc1	-1	8	0	3	0	3	-4.7	1	-9
O=C(CSc1nnc(NC(=O)Cc2ccccc2)s1)NCC1CCCO1 (centres undefined)	-1	8	-11	2	2	-3	-0.8	-4	-18
COc1cccc(-n2c(C)nnc2SCC#N)c1	3	11	7	1	0	-4	-1.6	3	2
CCOc1ccc(C(C)=O)cc1CN1C(=O)NC2(CCCCCCC2)C1=O	-5	2	-16	-1	2	11	-0.1	12	-23

Two successive entries already listed, quoted:
structure	RBBP9 inhibitor	BaF3 parental	NPY-Y2 PAM-ag	Ba/F3 V617F tox	Runt-CBFb FRET	S1P4 antagonist	S1P4 ag	NPY Y1 blocker	NPY-Y1 PAM-ag
Cc1ccccc1C(=O)NCCN=C1NS(=O)(=O)c2ccccc21	0	5	-9	-1	2	-4	0.4	9	-3
COc1ccc(NC(=S)NNC(=O)C2CC2c2ccc(C)cc2)cc1 (centres undefined)	-5	2	-4	3	3	-11	-2.0	8	-34

The results go on.
structure	RBBP9 inhibitor	BaF3 parental	NPY-Y2 PAM-ag	Ba/F3 V617F tox	Runt-CBFb FRET	S1P4 antagonist	S1P4 ag	NPY Y1 blocker	NPY-Y1 PAM-ag
COc1cccc(CNc2ccc3c(c2)ncn3C(C)C)c1OC	-5	1	1	-2	25	-10	1.7	0	-7
Cc1ccc(C)c(-n2cc(CN3CCNC(=O)CC3)c(-c3ccccc3)n2)c1	-7	7	0	0	-1	-18	-0.4	6	-3
O=C(CN1CCC(NC(=O)c2ccco2)CC1)Nc1cccc2ccccc12	-3	1	16	-5	-2	-5	-0.8	3	7
Fc1ccc(N/N=C/c2ccc(N3CCOCC3)cc2)c(F)c1	-9	7	-2	6	2	-10	-1.0	-4	-8
N#Cc1nc(Cc2cccc3ccccc23)oc1N1CCCCC1	0	6	-6	2	-1	2	1.7	-1	22
COc1cccc(NC(=S)N2CCN(c3ccccn3)CC2)c1	-4	1	2	-5	5	-19	0.2	0	9

Compound activity from PubChem.
